# H9c2 protect = protects H9c2 cardiomyocytes from peroxide injury. H2O2 injury protection, ATPLite, 2 h. protection from H2O2 cell death, % at 20 µM. hit rate 0.63% among 360,000. AID 588492;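 active = compounds giving at least 50% protection of heart cells from peroxide-induced death in the single-dose screen, raw or plate-pattern-corrected value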;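 note: 0% = DMSO wells with peroxide and 100% = DMSO wells without peroxide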
# CaV13 ICDI inh = Disruptors of the CACNA1D IQ motif to Ca2+-dependent inactivation inhibitor domain association, primary screening, Förster resonance energy transfer in intact living …; HEK cells, CFP/YFP FRET ICDI-IQ, plate reader, 10 min; percent FRET-ratio fall versus neutral wells; inhibition, % at 12.3 µM; hit rate 0.098% among 340,000; AID 743397;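 active = mean replicate inhibition of at least 30% and at least 1% of replicates passing that level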;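 note: 0% = median of the neutral control wells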
# Glyco luc inh = N-linked glycosylation inhibition; D54 ERlucT glycosylation luciferase reporter, 24 h; percent of 100 nM tunicamycin response; reporter increase, % at 12.5 µM; hit rate 0.23% among 360,000;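 active = mean luciferase reporter signal, scaled so untreated is 0 and the glycosylation-blocking control 100, at or above a set limit in every replicate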;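 note: luciferase carries N-glycosylation sites so blocking glycosylation raises the light; 0% = median of neutral control wells and 100% = median of 100 nM tunicamycin wells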
# HTR2A ag = activates the mouse 5-HT2A serotonin receptor; P35363; CHO-K1 mHTR2A beta-arrestin complementation, luminescence; percent of 30 µM serotonin response; activation, % at 7.6 µM; hit rate 0.66% among 360,000;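 active = activation above a run cutoff, the mean activation of all tested compounds plus 3 SD, cut at about 14% in these data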;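 note: 0% = plate median of compound wells and 100% = 30 µM serotonin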
# Target sequence (P35363 whole entry, looked up): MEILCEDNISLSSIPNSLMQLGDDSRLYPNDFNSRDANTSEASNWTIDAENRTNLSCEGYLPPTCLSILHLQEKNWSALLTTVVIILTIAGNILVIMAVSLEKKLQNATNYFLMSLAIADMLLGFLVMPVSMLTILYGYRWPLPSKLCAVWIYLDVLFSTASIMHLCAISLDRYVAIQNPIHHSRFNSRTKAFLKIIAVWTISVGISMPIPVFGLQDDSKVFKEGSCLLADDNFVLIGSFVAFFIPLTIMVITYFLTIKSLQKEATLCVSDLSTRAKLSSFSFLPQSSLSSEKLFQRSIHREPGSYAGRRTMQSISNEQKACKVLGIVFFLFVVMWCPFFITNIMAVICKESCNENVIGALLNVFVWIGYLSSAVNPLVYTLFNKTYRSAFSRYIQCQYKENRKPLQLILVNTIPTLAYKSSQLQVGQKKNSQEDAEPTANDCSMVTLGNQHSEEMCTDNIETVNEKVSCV
# Exocytosis inh = blocks lytic granule exocytosis; TALL-104 LAMP-1 surface exposure, flow cytometry; cells stimulated with thapsigargin and PMA; AID 651702; inhibition, % at 10 µM; hit rate 0.66% among 360,000;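 active = inhibition above about 55%, limit read from the data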
# ABCB6 inh MLPCN = inhibitors of human ABC transporter ABCB6; K562-ABCB6 porphyrin accumulation, flow cytometry, 1 h; stronger effect = lower value; Q9NP58; fluorescence ratio to DMSO, % at 10 µM; AID 602162; hit rate 0.19% among 360,000;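 active = fluorescence ratio to DMSO below 75%, the collection mean minus 3 SD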;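 note: signal is porphyrin accumulated inside mitochondria; 100% equals median channel fluorescence of DMSO control wells; lower ratio means ABCB6 inhibition with less porphyrin fluorescence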
# MC4R antagonist = antagonists of human melanocortin 4 receptor (MC4R); MC4R-expressing cells, MTII-stimulated cAMP, LANCE TR-FRET; hit rate 0.48% among 360,000; inhibition, % at 6.5 µM; AID 540295; P32245;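 active = inhibition above its plate's cutoff, the mean of tested wells on that plate plus 3 SD, cut at about 29% in these data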;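 note: 0% = Melanotan II alone and 100% = Melanotan II plus saturating MCL0020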
#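 Assay system: U2OS-MC4R stable cell line; Also added: Melanotan II; Technique: Eu-cAMP/anti-cAMP TR-FRET, emission 671 nm; Times: 30-min compound, 1-h challenge, 1-h detection, room temperature.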
# MC4R ag barr = activates human MC4R beta-arrestin recruitment. P32245. U2OS MC4R beta-arrestin complementation, luminescence; percent of melanotan II response, DMSO zero. activation, % at 8.9 µM. hit rate 0.98% among 360,000. AID 540308;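 active = activation above a per-plate cutoff, the mean activation of sample wells on that plate plus 3 SD, cut at about 8% in these data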
# PDI turbidity = inhibitors of human protein disulfide isomerase. P07237. inhibition, % at 10 µM. AID 588391. PDI insulin aggregation turbidity, A650, 90 min. hit rate 0.052% among 350,000;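 active = mean inhibition across replicates of 30% or more, whatever share of single replicates reach that level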;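 note: absorbance from insulin aggregation driven by PDI reduction with DTT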
# Target sequence (P07237 whole entry, looked up): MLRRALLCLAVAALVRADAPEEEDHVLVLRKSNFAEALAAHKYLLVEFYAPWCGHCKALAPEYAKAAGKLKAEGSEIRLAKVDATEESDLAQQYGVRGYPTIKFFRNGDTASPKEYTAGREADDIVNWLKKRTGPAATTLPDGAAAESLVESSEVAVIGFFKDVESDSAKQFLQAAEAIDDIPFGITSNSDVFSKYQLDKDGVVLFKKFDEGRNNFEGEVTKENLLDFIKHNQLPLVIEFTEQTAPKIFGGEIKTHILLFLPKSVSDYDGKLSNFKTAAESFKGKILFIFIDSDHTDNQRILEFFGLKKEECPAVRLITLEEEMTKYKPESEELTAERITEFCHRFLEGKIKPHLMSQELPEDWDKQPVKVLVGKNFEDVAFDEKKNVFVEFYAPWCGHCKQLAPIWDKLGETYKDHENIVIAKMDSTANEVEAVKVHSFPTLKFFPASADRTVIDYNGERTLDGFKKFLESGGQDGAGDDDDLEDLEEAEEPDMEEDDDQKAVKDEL
# ABHD5 PLIN5 PPI = ABHD5-PLIN5 protein interaction inhibition; Q00G26+Q8WTS1; Split G. princeps luciferase complementation, luminescence, 4 h; inhibition, % at 4 µM; hit rate 0.78% among 360,000;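 active = inhibition above the mean inhibition across every tested compound plus 3 SD, cut at about 22% in these data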;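 note: 0% = DMSO only wells and the 100% control is not disclosed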
# Starred values were filed as active, the others as inactive; nt = no result given; & = joins results of further samples. These rows are one share of the data, so the mix of outcomes need not match the whole.
# Below each compound – H9c2 protect, CaV13 ICDI inh, Glyco luc inh, HTR2A ag, Exocytosis inh, ABCB6 inh MLPCN, MC4R antagonist, MC4R ag barr, PDI turbidity, ABHD5 PLIN5 PPI
Cn1cc(Br)c(C(=O)Nc2ccc3c(C(F)(F)F)cc(=O)oc3c2)n1
    -3.2, nt, 3.2, -3.9, -3.4, 94.0, 6.4, -2.8, 8.4, -5.4
COC(=O)C(O)(c1ccc(N(C)C(=O)COc2ccccc2)cc1)C(F)(F)F (configuration not stated)
    7.6, -4.8, 3.6, -1.5, -2.2, 98.0, 3.9, -1.4, 1.9, -1.8
COc1ccc(N=Cc2c(O)n(CC3CCCO3)c(=O)[nH]c2=O)cc1 (configuration not stated)
    1.2, -1.9, 0.1, 1.5, -5.3, 87.0, -2.5, -2.2, -13.5, -5.5
CC(C)(C)C(=O)N1Cc2cc(-c3cccc(F)c3)ccc2-n2nncc2C1
    3.9, -5.6, -1.5, -5.6, 0.3, 100.0, nt, nt, nt, -0.7
O=C(CCCc1ccc(N(CCCl)CCCl)cc1)NCc1ccccc1
    -6.4, -6.5, 7.4, 3.4, 7.4, 100.0, -21.1, -3.6, -1.3, 10.0
COCc1ccc(CN2CCCC(C(=O)c3sccc3C)C2)o1 (configuration not stated)
    -4.1, 2.3, 2.6, -3.8, -1.0, 104.0, -8.8, 2.7, 1.2, 2.4
COc1cc2c(c(OC)c1OC)-c1ccc(C(=O)O)cc1[C@@H](NC(C)=O)CC2
    0.9, -6.0, 3.7, 5.3, 14.0, 104.0, -2.4, -1.1, -3.0, 4.5
CC(Cc1ccccc1)NCCC(=O)NC(C)Cc1ccccc1 (configuration not stated)
    1.6, -1.2, -0.6, -7.4, 19.9, 98.0, -3.0, 0.9, 9.1, 0.4
N[C@@H](CCl)C(=O)O
    17.1, -5.5, 1.0, 7.3, 6.8, 100.0, 7.2, -0.3, 3.5, -3.9
O=C(c1cc(-c2ccccc2)nc2ccccc12)N1CCC2(CC1)OCCO2
    11.0, -7.4, 1.4, -0.1, -0.8, 97.0, 1.5, -1.4, -8.4, 5.5
C=CCN1C[C@@H](C)N(C(c2ccc(C(=O)N(CC)CC)cc2)c2cccc(OC)c2)C[C@@H]1C (some centres not stated)
    -5.3, -5.6, -5.7, -1.2, -4.5, 95.0, -7.1, 0.7, -8.0, 9.0
CCOC(=O)C1(c2ccccc2)CCN(CCC(=O)Nc2ccc(C(=O)OC)cc2)CC1
    -4.5, -5.4, -2.5, -10.8, -2.0, 88.0, 5.1, -1.4, 1.7, -2.9
Nc1c(Br)cc([N+](=O)[O-])cc1[N+](=O)[O-]
    1.8, nt, 3.2, -1.6, 3.4, 105.0, 6.2, -0.2, nt, 5.6
COc1ccc(CCNCc2sccc2C)cc1
    -0.1, -2.0, 1.2, 24.7*, -2.3, 100.0, 3.6, -2.0, -0.1, -5.8
CCCCCn1c(=O)c(C(=O)Nc2nc(CC(=O)OCC)cs2)c(O)c2ccccc21
    -20.3, 4.8, 2.1, 1.7, -0.7, 99.0, 14.3, -1.3, -1.4, -3.0
Cc1cc(OCC(=O)NC(Cc2ccc(Cl)cc2)C(=O)O)c2c3c(c(=O)oc2c1)CCCC3 (configuration not stated)
    -0.1, nt, 1.5, 3.5, -7.0, 91.0, 3.1, -0.9, nt, -3.0
O=c1[nH]c(=S)[nH]c(O)c1N=Nc1ccc(S(=O)(=O)N2CCc3ccccc32)cc1
    -9.5, 1.0, 10.1, -7.3, 14.0, 128.0, -3.8, -4.1, 8.5, -16.3
CCN(CC)S(=O)(=O)N1CCC(C(=O)N2CCC3(CC2)OCCO3)CC1
    4.5, -5.1, -0.2, 1.3, -2.3, 94.0, 4.2, -1.8, -4.2, -3.4
N#CC1c2ccccc2-n2nncc2CN1C(=O)c1ccccc1F (configuration not stated)
    11.2, -6.2, -4.0, -0.5, 4.1, 98.0, nt, nt, nt, -5.2
CS(=O)(=O)NNP(=O)(NNS(C)(=O)=O)NC(=O)c1ccc(Br)cc1
    2.1, -5.4, 0.6, -0.5, 3.5, 100.0, 24.6, 2.5, 6.1, -8.3
Fc1ccc2c(c1)nnn2C1CCN(Cc2nnnn2CCc2ccccc2)CC1
    1.2, -3.8, -5.2, -4.4, -2.1, 93.0, 4.3, -2.3, 1.7, 2.0
NCCc1ccc(S(N)(=O)=O)cc1
    0.2, -21.1, 3.1, -1.1, -1.9, 97.0, 1.9, -0.9, -0.9, 0.4
CN1C(=O)C(=Cc2cc([N+](=O)[O-])ccc2N2CCCCC2)C(=O)N(C)C1=O
    1.7, -4.0, 2.4, 3.2, -0.1, 95.0, 14.4, -0.6, 4.4, 6.2
CCCCCN1C(=O)c2cc(OC)ccc2[C@@]2(C(=O)OCC)Cc3cc(OC)ccc3[C@@H]12
    nt, -5.6, nt, -5.4, 29.9, 101.0, nt, nt, nt, 17.5
Cn1cc(C(=O)OCC(=O)Nc2ccccc2)c2ccccc21
    23.0, -1.7, 1.7, 8.1, -1.0, 95.0, -3.0, -2.2, -3.3, -3.0
Oc1c(Br)cc(-c2ccccc2)cc1Br
    -13.1, -16.2, 1.2, -3.5, -2.5, 100.0, -0.6, 0.8, -2.9, 8.7
CC(C(=O)Nc1ccc(Cl)cc1Cl)N1CC=C(c2ccccc2)CC1 (configuration not stated)
    -3.7, -2.3, -0.7, 3.7, 10.9, 97.0, 2.0, -0.5, 4.3, -10.7
CC1C2Cc3ccc(O)cc3[C@]1(C)CCN2CCc1ccccc1 (some centres not stated)
    3.2, nt, -0.7, -4.3, 6.4, 100.0, -3.0, 0.8, -1.8, 5.0
CC(C)CCn1c(=O)c(C(=O)NCc2ccco2)c(O)c2ccccc21
    24.3, -4.9, -1.7, 7.0, -11.3, 98.0, 3.2, 0.9, -4.8, 1.1
C#CC1(O)C=CC2C3CCC4=CC(=O)CCC4C3CCC21CC (configuration not stated)
    3.3, -3.4, -0.5, -0.7, 1.0, 100.0, 18.0, 1.8, -3.9, -6.0
Cc1nn(Cc2ccccc2)c(Cl)c1C(=O)OC(C)C(=O)Nc1ccc(F)cc1Cl (configuration not stated)
    -15.1, -3.4, -14.7, 7.2, 1.6, 102.0, 12.0, 1.7, -6.1, 2.4
O=P(Nc1ccccc1)(Nc1ccccc1)Oc1ccc(Cl)cc1
    21.7, -4.3, -2.0, 8.3, -0.7, 100.0, 5.0, 2.9, -0.8, 0.1
CCOC(=O)c1cn2nc(OP(=S)(OCC)OCC)cc2nc1C
    22.1, 0.7, 1.9, 0.3, 2.1, 83.0, -0.2, -1.1, -0.7, -5.0
COC(=O)c1c(C)[nH]c(C(=O)C(C)[N+]23CCN(CC2)CC3)c1C (configuration not stated)
    6.7, -6.4, 4.8, -1.6, -1.4, 99.0, -1.3, -0.8, 10.4, -2.6
O=C(c1ccco1)N1Cc2ccccc2-n2nncc2C1
    2.2, -3.8, 0.5, 5.1, 0.4, 101.0, 5.2, 1.2, -2.6, 0.4
Cc1ccsc1/C=C1\C(=O)NC(=S)N(C)C1=O
    -10.6, -20.0, 14.2, 2.1, 6.6, 96.0, 7.3, -1.6, 6.0, 5.3
O=c1cccc2n1CC1CC2CN(S(=O)(=O)c2ccccc2)C1 (configuration not stated)
    2.7, -7.8, 2.1, -4.0, -0.5, 96.0, -4.6, -1.3, 5.7, -1.8
CCN(CC)CCCN=C(C)c1c(O)n(-c2ccccc2)c(=O)[nH]c1=O
    1.8, -4.8, -2.1, 1.6, -0.5, 95.0, 14.1, 3.5, 14.4, -7.2
c1ccc(P(c2ccccc2)c2ccccn2)cc1
    1.9, -2.3, 1.0, 2.1, -0.4, 97.0, -4.2, -0.2, 8.5, 0.9
COC(=O)C(C)Oc1cc(C)cc2oc(=O)c3c(c12)CCC3 (configuration not stated)
    -3.7, nt, 5.6, -2.8, -2.1, 112.0, 10.5, 0.1, -1.9, 2.1
CN(C(=O)c1ccco1)C1(c2ccccc2Cl)CCCCC1=O (configuration not stated)
    2.7, nt, -1.4, 4.3, -0.7, 87.0, 9.5, -1.4, 7.2, 0.8
CC1CCC[C@H](O)CCCCCc2cc(O)cc(O)c2C(=O)O1 (some centres not stated)
    -2.9, -4.6, 0.5, 6.8, -1.0, 99.0, 2.4, 0.7, 10.5, -1.9
CN1CCc2c([nH]c3ccccc23)C1
    4.5, nt, -1.0, -4.2, -1.9, 100.0, -1.9, -1.1, nt, -5.9
COc1cc(C)cc(CN2CC=C(c3ccccc3)CC2)c1O
    -12.4, -17.9, -2.0, -4.1, 4.1, 97.0, -12.9, 2.5, -2.5, -1.4
O=c1c2ccccc2nc(CSc2ncnc3nc[nH]c23)n1-c1ccccc1
    7.5, -3.9, 16.4, 6.5, 6.2, 94.0, -5.0, 1.7, -2.2, 1.8
OC1CCCCC1N1CCC(c2ccccc2)CC1 (configuration not stated)
    1.9, -4.6, 1.8, -3.2, 2.8, 99.0, 0.2, -1.1, 3.2, 7.2
CN1/C(=C\C=Nc2ccccc2)C(C)(C)c2ccccc21
    -33.9, -8.7, -3.8, 3.1, -1.0, 260.0, 1.3, -1.2, -1.9, 3.0
NC(N)=N/N=C/c1ccc(N2CCOCC2)cc1
    -5.5, -6.7, 12.7, 2.2, -0.6, 97.0, -1.5, -2.4, 2.1, 0.9
COc1ccccc1OCC#CCN1CCCCCC1
    3.9, -4.5, -0.9, -1.9, -1.1, 98.0, 2.7, 0.7, 7.8, -0.8
COc1ccc(-c2cc(=NCCCCCC(=O)O)c3cc(C)ccc3o2)cc1
    -3.6&1.9, -9.1&0.6, 8.6&2.7, 10.8&-6.0, -4.0&2.4, 98.0&97.0, 3.2&-6.6, -2.1&2.1, -6.9&-2.8, 5.6&0.3
CCOC(=O)CC(NC(=O)C(Cc1ccc(N(CCCl)CCCl)cc1)NC(C)=O)C(=O)OCC (configuration not stated)
    -2.1, 7.3, -1.7, 2.0, -1.8, 98.0, 11.3, -1.2, 0.1, -2.6
CCN1CCN(C(=O)COc2ccc(S(=O)(=O)N3CCOCC3)cc2C)CC1
    -1.5, -3.7, 0.8, 3.2, -11.4, 103.0, 23.4, -0.6, 7.7, -6.3
CN(C)/C=C1/C(=O)NC(=O)N(CCNc2ncc(C(F)(F)F)cc2Cl)C1=O
    -0.9, -3.8, 1.9, 1.8, 5.9, 100.0, -5.3, 0.2, 3.8, -7.0
Fc1ccc(Cn2nnnc2CN2CCC(n3nnc4cc(C(F)(F)F)ccc43)CC2)cc1
    30.4, -16.9, -5.0, -6.6, 9.8, 98.0, 17.0, -0.9, -7.3, 9.5
COC(=O)C1=C(c2ccccc2)C[C@@H]2CC[C@H]1N2C(=O)N1CCC(C)CC1
    -4.5, -10.3, 1.0, -6.5, 2.2, 103.0, 0.3, -0.7, 5.3, 0.8
CCOC(=O)[C@]12Cc3ccc4ccccc4c3[C@H]1N(Cc1ccccc1)C(=O)c1ccccc12
    nt, -10.1, nt, -2.3, 1.0, 98.0, nt, nt, nt, -8.8
COc1ccccc1CN1CCNCC1
    9.7, -6.4, 0.5, -1.1, 13.1, 94.0, 5.9, -1.6, -0.7, 5.0

# Assay outcomes from PubChem.
